Dynein transport: dynein cargo transport inhibition | 3617.4 mouse cells, GR-EGFP nuclear translocation imaging; test concentration mostly 20 µM; stimulated with dexamethasone, 1 µM; hits give low values | 220,000 compounds, 0.47% hits | z-score, hits read low;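 active = plate z-score of nuclear minus cytoplasmic receptor signal below a set negative limit, without overly bright fluorescence or cell loss, cut at about -3.5 in these data, passing the limit was not always enough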;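 also: z-score of nuclear minus cytoplasmic ring GR-EGFP intensity difference per well; some compounds called inactive have numbers as strong as hits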
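medium = tetracycline-free induction medium containing charcoal-stripped FBS | probe or stimulus = dexamethasone, 1.0 µM final | timing = 48 h induction, then 1 h compound, then 30 min agonist, 37 °C | detection = automated 10x imaging of fixed Hoechst-stained cells | read-out basis = nuclear versus cytoplasmic GR-EGFP signal, averaged per well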
human PMI inhibition: inhibitors of human PMI, primary screen, biochemical, fluorescence intensity, coupled assay (AID 1209) | 190,000 compounds, 0.42% hits | inhibition, % at 20 µM, or IC50 in µM where a hit was titrated | purified PMI enzyme, coupled fluorescence intensity; higher % means a stronger effect; in the data active = inhibition above about 50%;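 also: plate controls were DMSO vehicle for no effect and wells lacking substrate for full effect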
T cell HTS: T cell immune modulation candidate | 2C CD8+ T cell-vesicle binding, flow cytometry; hits give low values | 330,000 compounds, 0.068% hits | calls only at 7 µM;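 active = response, share of CD8 T cells binding vesicles, and their 90th percentile fluorescence all below set limits, cut at about 80% in these data, passing the limit was not always enough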
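System: murine 2C transgenic CD8+ T lymphocytes; also added: QL9-loaded Drosophila micro-vesicles; times: binding 1.5 h at 37 °C; measured by: flow cytometry, PE anti-B7-1 (FL2) versus Alexa647 anti-CD8 (FL8), PFA-fixed; control set: Peptide-free naked vesicles (low) and QL9 vesicles with 0.7% DMSO vehicle (high)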
Lipid droplet: hepatic lipid droplet formation modulation; AML12 mouse hepatocytes, oleate lipid droplets, BODIPY imaging; inhibition, % at 6.5 µM; 240,000 compounds, 0.4% hits;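 active = lipid droplet intensity inhibited by at least 50%, with more than 500 cells counted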
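Assay system: AML12 mouse liver cells | Compound: 6.5 µM single-point dosing | Schedule: Overnight exposure | Technique: Fluorescence imaging, 20x objective, two fields per well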
TNAP activators: human TNAP enzyme activators, primary screen, biochemical, luminescent, no phosphate acceptor, uHTS (AID 1001); 200,000 compounds, 0.03% hits; one-dose activation fold at 20 µM; EC50 in µM for titrated hits; purified TNAP, luminescent activation assay, no phosphate acceptor; higher activation fold means a stronger effect; in the data active = activation fold from about 3, or a potency from the dose series; inactive = the rest, 99 in 100 with activation fold below about 1.6; also: many of its hits are not listed in these tables
Myeloid diff MLP: compounds promoting myeloid differentiation; ER-HoxA9 myeloid progenitors, lysozyme-GFP differentiation, flow cytometry; calls only at 10 µM; 360,000 compounds, 1% hits; AID 624256;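 active = normalized GFP-positive differentiation at or above the plate's own cutoff, the solvent-only control mean plus 3 SD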;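 also: cells exposed to compound for four days before flow analysis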
Insulin prom up: MIN6 insulin promoter up-regulation; MIN6 insulin promoter-GFP reporter, high-content imaging; hits give high values; z-score at 5 µM; 190,000 compounds, 0.3% hits;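 active = z-score above 3 at 5 µM with at least 500 cells counted in the well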
MT stabilizer: microtubule stabilization, imaging screen. HeLa tubulin immunostaining HCS, 24 h; share of cells brighter than vehicle mean+2SD. % tubulin-high responders, % at 10 µM. 200,000 compounds, 0.83% hits. AID 2205;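 active = plate Z-score above 3 for both tubulin-high and condensed-nucleus cell shares, with cell loss under 80%, at 10 µM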;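 also: anti alpha tubulin signal scored within the nucleus-defined area of each cell; some results filed as inactive read as strong as hits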
bCat nuc transl: beta-catenin nuclear translocation modulation; AID 1665; 190,000 compounds, 0.3% hits; nuclear translocation activity, % at 5 µM; HeLa beta-catenin nuclear translocation, immunofluorescence imaging;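 active = nuclear translocation activity above 50% at 5 µM, with a well cell count of 50 or more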;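 also: per-cell ratio of nuclear to cytoplasmic median beta-catenin stain intensity; plate controls were DMSO negative control for no effect and GSK-3 inhibitor IX positive control for full effect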
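System: HeLa cells, endogenous beta-catenin; compound dosing: 5 µM primary single dose, 0.1% DMSO, 0.02–20 µM confirmation series; incubation: 24 h compound exposure at 37°C, 5% CO2; signal: beta-catenin immunofluorescence imaging with DAPI; evaluation: % activation, nuclear-to-cytoplasmic median beta-catenin signal ratio per cell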
Dynein transport cytoplasmic EGFP: recorded beside Dynein transport, whose call it bears; z-score; measured here: cytoplasmic GR-EGFP intensity; hits give high values
Dynein transport nuclear GR-EGFP: second read-out of Dynein transport, no call of its own (marks repeat the call); z-score; measured here: nuclear GR-EGFP intensity;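 lower value marks the stronger effect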
Dynein transport cell count: second read-out of Dynein transport, no call of its own (marks repeat the call); z-score; measured here: cell count per field
Insulin prom up cell count: also measured in Insulin prom up; calls as there; cell count; measured here: cytotoxicity, nuclei count;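 total cells summed across four imaged fields per well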
Lipid droplet cells 6.5 µM: recorded beside Lipid droplet, whose call it bears; cell count; measured here: cell count, cytotoxicity flag;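 cells counted across two imaged fields per well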
bCat nuc transl cell count 5 µM: also measured in bCat nuc transl; calls as there; cell count; measured here: cell count, cytotoxicity flag
T cell HTS vesicle-bound %: recorded beside T cell HTS, whose call it bears; double positive events, %; measured here: CD8+ vesicle-bound cell fraction;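 binding gate set so that unloaded-vesicle control wells show 10% double positive cells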
MT stabilizer Hoechst-high %: recorded beside MT stabilizer, whose call it bears; % Hoechst-high responders; measured here: nuclear condensation Hoechst responders;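 share of cells brighter than vehicle mean plus two SD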
MT stabilizer cytotoxicity %: also measured in MT stabilizer; calls as there; toxicity, %; measured here: cytotoxicity by cell density;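 0% = mean cell density of plate MIN control wells and 100% = no cells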
Myeloid diff MLP GFP+ MAC1+ %: also measured in Myeloid diff MLP; calls as there; GFP+ MAC1+ double positive, %; measured here: differentiation confirmed by MAC1 staining
An asterisk follows results filed as active; i = inactive; / = not tested or not shown.

Values in the order – Dynein transport	Dynein transport cytoplasmic EGFP	Dynein transport nuclear GR-EGFP	Dynein transport cell count	human PMI inhibition	T cell HTS	T cell HTS vesicle-bound %	Lipid droplet	Lipid droplet cells 6.5 µM	TNAP activators	Myeloid diff MLP	Myeloid diff MLP GFP+ MAC1+ %	Insulin prom up	Insulin prom up cell count	MT stabilizer	MT stabilizer Hoechst-high %	MT stabilizer cytotoxicity %	bCat nuc transl	bCat nuc transl cell count 5 µM
COC(=O)c1nc2cc3c(cc2c(C)c1C(=O)OC)OCO3
  0.18	-0.072	0.68	-2.1	-6%	i	39	/	/	1	i	1.4	-0.24	1358	4.5	1.5	10	-4.3	816
CCN1CCC2(CC1)N=C(c1ccc(F)cc1)C(=S)N2C(=O)c1ccc(C)cc1
  -2	0.015	-1.3	0.0077	1%	i	50	-4	636	0.9	i	0.9	-0.35	1422	2.4	2.9	7.6	0.9	1123
CCCCN1C(=O)CC(C(=O)O)C1c1ccc(OC)cc1 (stereo not drawn)
  -0.076	-0.22	0.35	0.46	11%	i	29	-6	762	1.1	i	1.8	0.92	938	1.3	0.9	5.1	-6.2	1127
CCCCCCCC(=O)N/N=C/c1ccncc1
  -0.3	-0.28	-0.058	0.6	/	i	36	13	655	/	i	0.1	0.03	1047	/	/	/	0.0	1362
CC12CN(Cc3ccccc3)CC(C)(CN(Cc3ccccc3)C1)C2=O
  0.79	0.034	0.47	0.74	1%	i	30	5	756	1.1	i	1.0	-0.61	1313	3.0	1.1	2.7	-2.2	1104
CCOC(=O)/C(C#N)=C/c1cn(CCC(=O)O)nc1-c1cccc(Br)c1
  -1.1	-0.21	-0.76	0.35	-3%	i	42	29	693	1.1	i	0.3	0.52	1381	1.2	1.9	4.4	-1.1	1081
Cc1ccc(-n2c3nc(=O)[nH]c(=O)c-3cc3c(C)nn(-c4ccccc4)c32)c(C)c1
  0.1	-0.23	0.045	0.2	-8%	i	8	-7	658	1	i	0.5	0.16	1268	1.4	2.0	1.7	-1.6	1007
Cc1cccc(-n2c(N)cc(=O)nc2SCC(=O)Nc2nnc(C)s2)c1
  0.33	-0.46	0.11	0.67	-2%	/	/	-1	739	1.1	i	1.8	0.23	937	0.9	1.1	18	-3.0	1217
CC(C)[C@H](NC(=O)OC(C)(C)C)C(=O)N/N=C/c1ccc2nccnc2c1
  0.088	-0.25	-0.24	-0.06	/	i	12	6	691	/	i	0.2	-0.2	1102	/	/	/	-0.6	1286
O=C1CC(c2ccccc2)CN1Cc1ccccc1 (stereo not drawn)
  0.83	-0.12	0.38	-1.3	4%	i	40	-24	655	1.1	i	5.2	-0.39	1908	4.6	3.4	7.9	-4.0	1094

A different layout for some results above.
SMILES	Dynein transport	Dynein transport cytoplasmic EGFP	Dynein transport nuclear GR-EGFP	Dynein transport cell count	human PMI inhibition	T cell HTS	T cell HTS vesicle-bound %	Lipid droplet	Lipid droplet cells 6.5 µM	TNAP activators	Myeloid diff MLP	Myeloid diff MLP GFP+ MAC1+ %	Insulin prom up	Insulin prom up cell count	MT stabilizer	MT stabilizer Hoechst-high %	MT stabilizer cytotoxicity %	bCat nuc transl	bCat nuc transl cell count 5 µM
CC12CN(Cc3ccccc3)CC(C)(CN(Cc3ccccc3)C1)C2=O	0.79	0.034	0.47	0.74	1%	i	30	5	756	1.1	i	1.0	-0.61	1313	3.0	1.1	2.7	-2.2	1104
CCOC(=O)/C(C#N)=C/c1cn(CCC(=O)O)nc1-c1cccc(Br)c1	-1.1	-0.21	-0.76	0.35	-3%	i	42	29	693	1.1	i	0.3	0.52	1381	1.2	1.9	4.4	-1.1	1081

(list continues)
Values in the order – Dynein transport	Dynein transport cytoplasmic EGFP	Dynein transport nuclear GR-EGFP	Dynein transport cell count	human PMI inhibition	T cell HTS	T cell HTS vesicle-bound %	Lipid droplet	Lipid droplet cells 6.5 µM	TNAP activators	Myeloid diff MLP	Myeloid diff MLP GFP+ MAC1+ %	Insulin prom up	Insulin prom up cell count	MT stabilizer	MT stabilizer Hoechst-high %	MT stabilizer cytotoxicity %	bCat nuc transl	bCat nuc transl cell count 5 µM
CCc1ccc(-n2c(C)nc3cc(C(=O)NCc4cccnc4)ccc32)cc1
  0.48	-0.022	0.31	-0.2	1%	i	23	2	717	1.2	i	0.7	/	/	2.7	3.5	3.2	-6.2	1095
COc1ccccc1-n1c(C)nnc1SCC(=O)Nc1cccc(C(C)=O)c1
  -0.095	-0.11	0.15	-0.44	9%	i	46	-16	677	0.9	i	0.7	0.43	1820	1.3	2.3	6.3	-0.2	1083
CC(=O)Nc1ccc(OC(=O)c2ccc(Br)c([N+](=O)[O-])c2)cc1
  -1	0.33	-0.098	-0.65	-3%	i	52	0	670	1	i	0.5	0.13	1607	3.9	1.2	9.1	1.3	1005
O=C(Nc1cccc(NC(=O)c2cccs2)c1)c1ccc2c(c1)OCO2
  -0.23	-0.31	0.085	0.11	11%	i	51	8	678	1.1	i	0.2	-1	1303	2.4	1.8	1.1	0.1	1101
O=C(NCc1cccc(Cl)c1)c1cnccn1
  0.6	-0.22	0.9	-0.31	-2%	i	21	-3	606	1	i	9.5	/	/	3.9	3.1	3.8	-0.2	1092
CCn1ccnc1CN(C)Cc1cn[nH]c1-c1ccc(F)cc1F
  -0.3	-0.3	-0.084	0.41	4%	i	28	9	615	0.1	i	0.3	/	/	2.0	1.8	2.5	1.4	1464
CC(=O)N1N=C(c2cccc([N+](=O)[O-])c2)OC1c1ccccc1Cl (stereo not drawn)
  -0.39	-0.16	0.19	0.28	-1%	i	14	/	/	1.1	i	0.5	0.59	1576	3.4	1.9	7.1	-0.9	1365
CN1C[C@@H]2C(c3ccc(Cl)nc3)C3(c4ccccc4)CC2(C3)[C@H]1c1ccccc1 (stereo partly drawn)
  1.7	-0.75	0.74	-0.9	/	i	13	7	632	/	i	0.5	-0.38	752	/	/	/	-1.1	1327
O=C(N1CCOCC1)N1CCN(S(=O)(=O)c2ccccc2)C1
  1.7	-0.31	0.77	-1.2	-2%	i	25	-1	599	1.1	i	2.2	-0.81	1323	3.5	2.1	2.1	0.1	1052
OCCNCc1ccc(-c2ccccc2)cc1
  -0.18	0.014	-0.2	0.53	6%	i	45	4	615	1.1	i	0.7	-0.17	1574	3.1	2.7	6.0	1.2	1102
O=C(Nc1cccnc1)c1cc(-c2ccc(F)cc2)on1
  0.12	-0.25	0.91	-0.15	-16%	i	59	-5	728	1.1	i	0.6	-0.52	1289	1.9	2.1	8.8	-1.2	1126
CC12C(=O)N(c3ccc(C(=O)N4CCOCC4)cc3)C(=O)C1C1c3ccccc3C2c2ccccc21 (stereo not drawn)
  -0.12	-0.19	-0.18	0.16	-2%	i	38	4	640	1.1	/	/	0.18	1272	5.2	2.1	6.7	-1.6	954
O=C1C2C(c3ccccc3)(C(=O)N1c1ccc(Cl)cc1)C2(c1ccccc1)c1ccccc1 (stereo not drawn)
  -0.26	-0.22	-0.11	0.15	11%	i	41	-52	651	1.1	i	0.3	-1.6	1225	2.8	3.2	7.2	-4.8	1107
Cc1c(Cl)cccc1NC(=O)CCN1CCCCCC1
  -0.34	-0.2	-0.14	-0.34	12%	i	20	9	725	1.1	i	0.5	-0.5	1244	2.9	1.5	4.5	0.3	1098
COC(=O)c1cc(C)sc1NC(=O)C1CC=CCC1C(=O)O (stereo not drawn)
  0.8	-0.27	0.44	-0.12	-4%	i	12	5	783	1.1	i	6.1	0.84	768	1.8	1.7	9.5	2.7	1073
COc1cc(/C=N/NC(=S)NC2CC3CCC2C3)ccc1O (stereo not drawn)
  0.19	-0.27	-0.13	-0.33	/	i	54	-37	712	/	i	0.3	-0.23	1385	/	/	/	-0.7	1097
CN1C(=O)CSc2ccc(NC(=O)NCc3ccc(F)cc3)cc21
  1.2	-0.17	1	-1.5	2%	i	55	-15	689	1.1	i	0.5	-0.3	1260	3.2	3.2	9.6	-0.5	1185
O=S(=O)(c1cccs1)n1cccn1
  3.2	-0.052	1.7	-3.8	1%	i	12	6	786	1.1	i	0.8	0.11	948	2.5	2.5	8.8	-3.7	1207
COc1ccc(-c2cc([C@H]3[C@@H]4C=CCC[C@@]4(C)C(=O)N3Cc3ccccc3)ccc2F)cc1
  1.1	-0.76	0.68	0.24	/	/	/	-21	675	/	i	2.3	/	/	/	/	/	0.7	1061
c1ccc(-c2nc3ccccc3c3nc4ccccc4n23)cc1
  2.4	-0.28	0.64	-0.31	1%	i	4	1	678	1.1	i	0.6	-0.77	1463	4.2	2.0	7.9	-0.6	1098
CCOc1ccc(-n2c(=O)c3sccc3n(Cc3cccc([N+](=O)[O-])c3)c2=O)cc1
  0.092	0.13	0.6	-0.93	5%	i	42	6	715	1.1	i	0.4	0.56	1138	2.4	2.4	4.5	-0.6	1034
CC(NC(=O)Cc1cccs1)C(c1cccs1)N1CCN(c2ccccc2)CC1 (stereo not drawn)
  -0.003	0.014	-0.22	0.94	/	i	62	/	/	/	i	0.7	/	/	2.7	2.9	7.4	/	/
O=C(NC1CC1)c1cc(=O)c2ccccc2o1
  -1.1	-0.16	-0.84	0.83	-9%	i	44	/	/	1.1	i	1.1	-0.61	1610	3.7	1.3	4.6	-0.8	1310
Cn1ncc(Cl)c1C(=O)N1CCN(c2ncccn2)CC1
  1.6	-0.27	1.2	-1.2	-6%	i	58	-6	666	1.1	i	0.3	-0.89	1687	1.8	2.3	5.0	-4.0	1091

Compounds as they come; any-hit rate near 3%.
